From PubChem
LmPK inhibitor: qHTS Assay for Inhibitors of Leishmania Mexicana Pyruvate Kinase (LmPK); Q27686; purified LmPK, Kinase-Glo ATP luminescence, 1 h; Potency, µM (series often up to 57.5 µM), inactives show at the top dose activity change, negative = inhibition, hits mostly inhibitors; 290,000 compounds, 0.37% hits; AID 1721, 2009
Target sequence (Q27686 whole entry, looked up): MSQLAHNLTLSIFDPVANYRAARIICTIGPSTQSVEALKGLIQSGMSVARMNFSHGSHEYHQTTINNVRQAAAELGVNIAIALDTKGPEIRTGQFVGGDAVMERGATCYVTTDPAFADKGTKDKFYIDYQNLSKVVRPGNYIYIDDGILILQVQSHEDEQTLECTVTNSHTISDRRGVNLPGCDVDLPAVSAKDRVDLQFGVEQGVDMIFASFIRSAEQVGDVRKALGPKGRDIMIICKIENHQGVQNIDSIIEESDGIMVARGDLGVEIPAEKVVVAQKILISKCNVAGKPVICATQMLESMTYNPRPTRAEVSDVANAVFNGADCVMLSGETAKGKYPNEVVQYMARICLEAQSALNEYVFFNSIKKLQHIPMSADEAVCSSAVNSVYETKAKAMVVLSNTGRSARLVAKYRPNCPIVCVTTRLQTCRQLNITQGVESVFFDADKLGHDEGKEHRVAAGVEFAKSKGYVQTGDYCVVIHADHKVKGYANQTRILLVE
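qHTS format; LmPK 0.1 nM; substrates PEP 0.5 mM and ADP 0.1 mM. One-hour room-temperature incubation, then coupled luciferase luminescence; 0.5 nM enzyme wells mark activation.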
Pf growth 48h: Primary qHTS for delayed death inhibitors of the malarial parasite plastid, 48 hour incubation | P. falciparum luciferase growth in erythrocytes, 48 h | Potency, µM (doses to about 28.7 µM), for the others: at the top dose activity change, negative = inhibition, actives largely listed as inhibitors | 310,000 compounds, 5.9% hits | AID 504832, 2011
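Read-out is firefly luciferase luminescence from an integrated reporter in P. falciparum, so falling signal marks reduced parasite growth. Infected erythrocytes were at 2% hematocrit and 0.1% parasitemia (final) in Albumax-supplemented RPMI 1640.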
Sm TGR inh: qHTS Assay for the Inhibitors of Schistosoma Mansoni Peroxiredoxins; Schistosoma mansoni thioredoxin glutathione reductase (TGR), Q962Y6; purified TGR, DTNB reduction, TNB absorbance 405 nm; Potency, µM (top dose mostly 114 µM), inactives show top-dose activity change, negative = inhibition, hits mostly inhibitors; 360,000 compounds, 3% hits; further: nearly all actives have a fitted effect of over 60% in size
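First, TGR (20 nM dispensed) and NADPH were mixed with compound. Second, a 15 min room-temperature incubation followed. Third, further NADPH and then DTNB were added to start the reaction. Finally, TNB absorbance was monitored kinetically.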
Pf growth 96h: Primary qHTS for delayed death inhibitors of the malarial parasite plastid, 96 hour incubation; P. falciparum luciferase reporter growth, 96 h; Potency, µM (titrated, usually from 28.7 µM), for inactives: at the highest dose activity change, negative = inhibition, most hits filed as inhibitors; 320,000 compounds, 6.9% hits
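Two-generation exposure (96 h) targets delayed-death phenotype. Reporter parasites carrying integrated firefly luciferase, in red cells at 2% hematocrit and 0.05% parasitemia final, kept at 37 C, 5% CO2; luminescence loss indicates inhibition.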
HCV inh: qHTS Assay for Inhibitors of Hepatitis C Virus (HCV) | Huh7.5.1 HCVcc-Cre infection, luciferase reporter, 44 h | Potency, µM (series often up to 41.8 µM), for the others: top-dose activity change, negative = inhibition, most hits filed as inhibitors | 340,000 compounds, 3.4% hits | AID 651820, 2012
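Seed cells (1,000/well) for 4 h; treat with compound and infect with HCVcc-Cre, moi about 0.5. Incubate 44 h, then detect luciferase activity.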
Tb PYK inh: qHTS of Trypanosoma Brucei Inhibitors; pyruvate kinase (Trypanosoma brucei), Q57TT1; TbPYK enzyme, Kinase-Glo Plus ATP luminescence, 45 min; Potency, µM (series often up to 76.8 µM), for the others: at the top dose activity, negative = inhibition, usual class: inhibitors; 410,000 compounds, 0.12% hits; further: nearly all actives have a fitted effect of over 50% in size
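Quantitative HTS: titrated library compounds versus trypanosomal pyruvate kinase in TEA buffer (pH 7.2) containing KCl, MgCl2, BSA and Tween-20. Reactions were initiated with ADP, 130 uM final. Kinase-Glo Plus luminescence was read after 45 min at RT.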
* hit, by the source's call; ? = inconclusive; . = no result given; & = joins results of further samples; [ ] = remark or other dose. The call rests on the fitted dose curve; in most records, active means well fitted curve in the direction sought with a large enough effect; inconclusive means small, poorly fitted or top-dose-only effect, or another doubt; inactive means no such curve, though single readings can be large; an effect the other way counts as inactive or inconclusive. On the % scale 0 is the no-effect control and ±100 the full control effect; potency means the concentration at half of the fitted maximal effect.

entry	SMILES	LmPK inhibitor	Pf growth 48h	Sm TGR inh
1	CNC(=S)N/N=C(\C)c1ccc(N2CCOCC2)cc1	-3%	-4%	-4%
2	CC1(C)CC(=O)C=C(/C=C/c2ccccc2)C1	.	?	-31%
3	CN(C)CCCNC(=S)/N=c1\sccn1Cc1ccccc1Cl	1%	?	1%
4	CC(=O)N(CCCN(C)C)Cc1ccccn1	2%	0%	9%
5	Cc1cc(/C=N/n2cnnc2)c(O)c([N+](=O)[O-])c1	-2%	14%	-9%
6	COc1cccc(-c2nn(-c3ccc(C)cc3)cc2C(=O)NCC2CCCO2)c1 (centres undefined)	.	?	1%
7	CC(NC(=O)c1cc(-c2cccnc2)nc2ccc(Br)cc12)C1CCCO1 (centres undefined)	-6%	41%[activator]	1%
8	COCC(=O)Nc1nnc(Cc2ccc(OC)cc2)s1	7%	17%	-10%
9	O=C(NCc1ccco1)c1cccc(NC(=O)c2ccccc2)c1	1%	-8%	-33%
10	COc1cc2ncc(S(=O)(=O)c3ccccc3)c(N3CCCC(C)C3)c2cc1OC (centres undefined)	0%	?	-5%
11	CCN(CC)C(=O)N1c2ccccc2CC(N(CC)CC)c2ccccc21 (centres undefined)	1%	?	2%
12	Cn1c(CCc2ccccc2)nnc1SCC(N)=O	-1%	3%	-5%
13	Cc1ccc(S(=O)(=O)N(C)C)cc1NC(=O)COC(=O)CNC(=O)c1cccs1	.	?	-6%
14	O=C(CN(C(=O)CCC(=O)Nc1nccs1)c1ccccc1F)NCC1CCCO1 (centres undefined)	1%	13%	8%
15	Cc1nn(-c2ccccc2)c(NC(=O)c2ccccc2)c1Br	2%	-19%	2%

entry	Pf growth 96h	HCV inh	Tb PYK inh
1	10µM*	-15%	-14%
2	2.1µM*	19%	1%
3	?	9%	-2%
4	14%	14%	-2%
5	44%[activator]	14%	-7%
6	-23%	?	8%
7	?	-28%	3%
8	12%	10%	-1%
9	6%	-28%	.
10	11%	11µM*	7%
11	?	?	-6%
12	0%	20%	-3%
13	70%[activator]	1%	-3%
14	.	6%&12%	-2%
15	-16%	-6%	7%

The list continues.
entry	SMILES	LmPK inhibitor	Pf growth 48h	Sm TGR inh
16	CC(CC(=O)N(CCC1=CCCCC1)c1c(N)n(Cc2ccccc2)c(=O)[nH]c1=O)c1ccccc1 (centres undefined)	.	-23%	-4%
17	O=C1CCC(=O)N1CCc1c[nH]c2ccccc12	2%	?	-34%
18	O=[N+]([O-])c1ccc(C2=NN(CCO)C(=Nc3ccc(OC(F)(F)F)cc3)SC2)cc1	7%	2%	-12%
19	Cc1ccc(NS(=O)(=O)c2c(C)[nH]c(C)c2C(=O)N2CCCCC2)cc1F	-7%	4%	0%
20	CC(=O)c1cccc(N2C(=NC(=O)C3CCCCC3)SC3CS(=O)(=O)CC32)c1 (centres undefined)	3%	-3%	-6%
21	CC1(C)CN(c2ccccc2)N(C(=O)c2ccc(C#N)cc2)C1=O	-7%	-2%	17%
22	O=C(CCCc1nc(-c2ccc(Cl)cc2)no1)N1CCOCC1	0%	-23%	-13%
23	COCc1nc2sc(C)c(C)c2c(=O)[nH]1	1%	-20%	-8%
24	C=CCn1c(SCC(=O)Nc2ccc(C(=O)O)cc2)nnc1-c1cccnc1	4%	53%[activator]	-2%
25	COc1cc(CN2CCN(Cc3cccc(OC)c3OC)CC2)cc(OC)c1	-4%	1%[0.00184 µM]	-11%
26	CN(CC(=O)Nc1ccc(N2CCOCC2)cc1)C(=O)c1ccc(O)c(Cl)c1	-1%	77%[activator]	-6%
27	CC(C)(C)C(=O)OCCNc1nc(-c2ccccc2)nc2ccccc12	3%	?	-6%
28	O=C(NC1CCCC1)C(c1ccccn1)N(C(=O)c1csnn1)c1ccccc1Br (centres undefined)	.	6%	1%
29	COc1ccc(-c2nn(-c3ccccc3)cc2C(=O)Nc2nccs2)cc1	-2%	?	18%
30	O=C(NCCc1ccccn1)c1nc(Cn2ccc([N+](=O)[O-])n2)no1	-1%	20%	7%

entry	Pf growth 96h	HCV inh	Tb PYK inh
16	-3%	17%[8.37 µM]	1%
17	20%	1%	-14%
18	22%	?	8%
19	-3%	11%	-3%
20	0%	5%	4%
21	?	-9%	7%
22	?	?	8%
23	-33%	14%	2%
24	5%	-2%	-3%
25	42%[activator]	?	8%
26	14%	14%	-5%
27	?	?	2%
28	2.1µM*	0%	-8%
29	13%	?	-3%
30	?	6%	-5%

Other structures
entry	SMILES	LmPK inhibitor	Pf growth 48h	Sm TGR inh
31	CC(=O)OCc1nc2ccccc2s1	1%	133%[activator]	-8%
32	CCOC(=O)c1nc2nc(-c3cccs3)cc(C(F)(F)F)n2n1	0%	23%	-14%
33	COc1ccc(NS(=O)(=O)c2cccc(C(=O)NNC(=O)CN3C(=O)NC(C)(C)C3=O)c2)cc1	.	10%	4%
34	COCCNC(=S)N=Nc1c(O)[nH]c2ccc([N+](=O)[O-])cc12	4%	?	8%
35	S=C(NC1CC1)N1CCN(c2ccc(Cl)cc2)CC1	1%	-6%	19%
36	COc1cccc(-c2c(C(=O)N/N=C/c3ccncc3)nnn2-c2nonc2N)c1	5%	2%	-5%
37	COC(=O)C1=C(c2ccc(C(C)=O)cc2)C[C@@H]2CC[C@H]1N2C(=O)NCc1ccc2c(c1)OCO2	.	12µM*	-16%
38	Cc1cc(S(=O)(=O)NCC(c2ccc3c(c2)OCO3)N2CCOCC2)ccc1F (centres undefined)	.	?	3%
39	O=C(O)c1cnc(N2CCOCC2)nc1	4%	6%	-5%
40	CC12CCC(C(=O)Nc3cccc(NC(=O)C45CCC(C)(C(=O)O4)C5(C)C)n3)(OC1=O)C2(C)C	0%	-15%	0%
41	O=c1c(C=NCc2cccnc2)c(C(F)(F)F)[nH]n1-c1nc2ccccc2s1	7%	-10%	-34%
42	O=C(Cc1cccc(C(F)(F)F)c1)NCc1cccnc1	-2%	0%	-19%
43	O=S(=O)(Nc1cccc(CO)c1)c1cccs1	3%	11%	-1%
44	COc1ccc(S(=O)(=O)N2CCCOC2CNC(=O)C(=O)NCCc2ccco2)cc1OC (centres undefined)	1%	-25%	-2%
45	CN1/C(=C\C(=O)COC(=O)CN2C(=O)C3CC=CCC3C2=O)C(C)(C)c2ccccc21 (centres undefined)	1%	?	-3%

entry	Pf growth 96h	HCV inh	Tb PYK inh
31	362%[activator]	10%	1%
32	8.3µM*	?	-11%
33	23%	1%	1%
34	?	19%	-2%
35	0%	-3%	0%
36	2%	21%	-3%
37	3.3µM*	8%	-8%
38	15µM*	3%	4%
39	12%	0%	2%
40	-2%	7%&14%	1%
41	16%	7%	-20%
42	2%	8%	-4%
43	20%	0%	-4%
44	?	-16%	-1%
45	-13%	-22%	4%

(next part)
entry	SMILES	LmPK inhibitor	Pf growth 48h	Sm TGR inh
46	Oc1ccccc1-c1nc(NCC2CCCO2)c2ccccc2n1 (centres undefined)	0%	?	7%
47	COc1ccc(CCNC(=O)CN2c3cccc4cccc(c34)S2(=O)=O)cc1	.	-21%	2%
48	CCOC(=O)N1C(=O)C2(CCCCC2)N(c2ccccc2Cl)C1=S	1%	3%	-9%
49	COc1ccc(C(=O)NCc2ccccn2)cc1[N+](=O)[O-]	6%	-13%	2%
50	Nc1n[nH]c(CCCO)n1	-1%	8%	0%
51	O=C(CSc1nncs1)Nc1ccc2[nH]c(=O)[nH]c2c1	.	-3%	0%
52	Cc1cc2[nH]c(=O)c(=O)[nH]c2cc1S(=O)(=O)NCc1ccccc1	3%	-10%	-21%
53	C=CCn1cc(C(=O)NCCCOCC)c(=O)c2cc(S(=O)(=O)N(CC)CC)ccc21	-2%	?	2%
54	Cn1c(SCc2nnc3n2CCCCC3)nc2ccccc21	-2%	15%	-1%
55	CCCN(CCC)C(=O)C1CC(=O)OC12CCOC(C)(C)C2 (centres undefined)	-1%	-4%	1%
56	CCn1c(SCC(=O)Nc2ccc3c(c2)OCO3)nc2c(c1=O)SC(C)C2 (centres undefined)	-5%	?	-3%
57	COc1ccc(C2/C=C\CN(S(=O)(=O)c3cccc4cccnc34)CC(=O)N2Cc2ccc(F)cc2)cc1 (centres undefined)	5%	?	-3%
58	CCN(Cc1ccc2c(c1)OCCO2)C(=O)CN1C(=O)NC2(CCCCC2)C1=O	.	?	-12%
59	CCOC(=O)C1(O)CC(C)=NN1C(=O)c1cccc(Cl)c1 (centres undefined)	2%	-6%	0%
60	CCn1c(SCc2ccccc2)nc2c(c1=O)SCC2	3%	-3%	-5%
61	O=C(Cc1nc(-c2cnccn2)no1)NNC(=O)Nc1ccccc1	-3%	-3%	-1%
62	COc1ccccc1C(=O)NC1CC(C)(C)NC(C)(C)C1	-5%	12%	0%
63	NNC(=O)CCN1CCN(C(c2ccccc2)c2ccccc2)CC1	0%	1%	13%

entry	Pf growth 96h	HCV inh	Tb PYK inh
46	10µM*	13µM*	-1%
47	0%	3%	-9%
48	-4%	?	8%
49	39%[activator]	-10%	1%
50	29%	-14%	1%
51	1%	0%	0%
52	1%	31%[activator]	1%
53	7%	-11%	8%
54	258%[activator]	-1%	5%
55	-4%	8%	-3%
56	?	-12%	-9%
57	12µM*	?	-1%
58	?	-5%	4%
59	-25%	11%	4%
60	?	4%	1%
61	?	17%	1%
62	?	-4%	-1%
63	?	?	-15%

Exported screen by screen: part of the list above
54. Cn1c(SCc2nnc3n2CCCCC3)nc2ccccc21
55. CCCN(CCC)C(=O)C1CC(=O)OC12CCOC(C)(C)C2 (centres undefined)
56. CCn1c(SCC(=O)Nc2ccc3c(c2)OCO3)nc2c(c1=O)SC(C)C2 (centres undefined)
57. COc1ccc(C2/C=C\CN(S(=O)(=O)c3cccc4cccnc34)CC(=O)N2Cc2ccc(F)cc2)cc1 (centres undefined)
58. CCN(Cc1ccc2c(c1)OCCO2)C(=O)CN1C(=O)NC2(CCCCC2)C1=O
59. CCOC(=O)C1(O)CC(C)=NN1C(=O)c1cccc(Cl)c1 (centres undefined)
60. CCn1c(SCc2ccccc2)nc2c(c1=O)SCC2
61. O=C(Cc1nc(-c2cnccn2)no1)NNC(=O)Nc1ccccc1
62. COc1ccccc1C(=O)NC1CC(C)(C)NC(C)(C)C1
63. NNC(=O)CCN1CCN(C(c2ccccc2)c2ccccc2)CC1

Compound | 54 | 55 | 56 | 57 | 58 | 59 | 60 | 61 | 62 | 63
LmPK inhibitor | -2% | -1% | -5% | 5% | . | 2% | 3% | -3% | -5% | 0%
Pf growth 48h | 15% | -4% | ? | ? | ? | -6% | -3% | -3% | 12% | 1%
Sm TGR inh | -1% | 1% | -3% | -3% | -12% | 0% | -5% | -1% | 0% | 13%
Pf growth 96h | 258%[activator] | -4% | ? | 12µM* | ? | -25% | ? | ? | ? | ?
HCV inh | -1% | 8% | -12% | ? | -5% | 11% | 4% | 17% | -4% | ?
Tb PYK inh | 5% | -3% | -9% | -1% | 4% | 4% | 1% | 1% | -1% | -15%
